Pf Dd2 growth – qHTS Primary assay for Inhibitors of Plasmodium falciparum Dd2 growth in vitro. P. falciparum Dd2 growth, SYBR Green, 72 h. 120,000 tested, 4.3% active. Potency, µM (titrated, usually from 28.9 µM), for the others: at the highest dose activity, negative = inhibition, usual class: inhibitors; active = well fitted inhibition curve with a large enough effect; inconclusive = small, poorly fitted or top-dose-only effect; inactive = no such curve, though single readings can be large or run the other way;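 note: plate controls were DMSO vehicle for no effect and reference drug for full effect; nearly all actives have a fitted effect of over 65% in size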
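Readout: SYBR Green fluorescence, 485 nm excitation, 535 nm emission, after ~16 h lysis at 37C. Before that, Dd2-infected red cells (2.5% hematocrit) grew 72 h with compound, 29 uM top final concentration.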
* hit, by the source's call; i = inactive; ? = inconclusive; [ ] = dose if it differs, or a comment. Potency is the fitted concentration of half-maximal effect. Only part of the results is shown (hit frequency here may not be typical).

SMILES	Pf Dd2 growth
CN(C)Cc1nnc(C2CCN(C(=O)c3cn4cccnc4n3)CC2)n1C	8%
O=C(Cc1ccc(F)c(F)c1F)N[C@@H]1CCNC[C@H]1O	-14%
O=C(c1c(F)cccc1F)N(CC1CCOC1)C1CC1 (stereo unspecified)	i[5.79 µM]
Cc1csc(NC(=O)c2nc3c(o2)CCN(Cc2ccc4[nH]ccc4c2)CC3)n1	?
Cc1nn(CC(=O)NC2CCC(C)CC2)c(=O)c2c1sc1ccccc12 (stereo unspecified)	i
COCC(=O)N[C@H]1C[C@@H](Cc2cc(-c3ccccc3)on2)C1(C)C	7.9µM*
Cc1cccc(C(C)C)c1NC(=O)c1ccc2c(c1)CCCN2S(C)(=O)=O	3%
Cc1ccc(CNC(=O)c2cc(C)nc3c2c(C)nn3-c2ccc(C)cc2)cc1	14%
CN1CCCCCCN(C(=O)c2cnccn2)[C@H]2CCC[C@H]2C1=O	12%
C=CCNC(=O)CCc1c(CC)nn(-c2ccc(OC)cc2)c1Oc1ccccc1F	i
CCNC(=O)N(C1CC1)C1CCOC2(CCN(C(=O)c3sc(C)nc3C)CC2)C1 (stereo unspecified)	-4%
Cc1cc(C)cc(NC(=O)c2sc3nc[nH]c(=O)c3c2C)c1	-6%
Cc1noc(-c2cn(C3CCN(C(=O)c4ccoc4)C3)nn2)n1 (stereo unspecified)	i
COCCNC(=O)CSc1nnc2[nH]c(=O)cc(C)n12	32%[activator]
COc1ccc(NC(=O)C2CC(=O)N(c3n[nH]c4cc(Br)ccc34)C2)cc1 (stereo unspecified)	5%
COc1cc(Cl)c(C)cc1NC(=O)CN1C(=O)C(c2ccccc2)=NC12CCCC2	11µM*
Cc1cc(C)cc(NC(=O)CCCc2nc(-c3ccccc3Cl)no2)c1	-26%
COc1cccc(CCC(=O)Nc2ccc(-c3nnc4n3CCCC4)cc2)c1	?
COc1cccc(C(=O)N2CCOC[C@H](OC)C2)c1	-12%[44.1 µM]
COCCn1c(C)cnc1CCNC(=O)NCc1ccc(C)cc1	i
CCOCCNc1ncnc2c1CN(C1CCCNCC1)C(=O)CN2C (stereo unspecified)	18%
Cc1c(C(=O)N2C[C@@H](C)[C@](O)(C3CCC3)C2)n(C)c2c(C)cccc12	?
CCC1CCCCN1C(=O)CSc1nc2c([nH]c3ccccc32)c(=O)n1-c1ccc(OC)cc1 (stereo unspecified)	13µM*
CC(C)NC(=O)N[C@H]1CCN2C(=O)c3cc(-c4ccc5c(c4)OCO5)ccc3NC(=O)[C@@H]2C1	i
CC(C)c1cccc(NC(=O)CN2C(=O)NC(c3ccccc3Cl)C3=C2COC3=O)c1 (stereo unspecified)	-2%
Next compounds follow.
SMILES	Pf Dd2 growth
COc1ccc(C(=O)N2CCC(N3C(=O)C(OC)C34CCOCC4)CC2)cc1 (stereo unspecified)	-9%
CCOC(=O)CSc1nc2cc3c(cc2c(=O)n1Cc1ccc(C(=O)NCCc2ccc(OC)c(OC)c2)cc1)OCO3	?
Cc1ccc(CN2C(=O)NC3(CCN(C(=O)Cc4cccc(F)c4)CC3)C2=O)cc1	-24%
COc1cccc2sc(NC(=O)CS(=O)(=O)c3ccc(C)cc3)nc12	84%[activator]
CCC12CN3CC(C)(CN(C1)C3c1c(C)n(C)c3ccccc13)C2=O (stereo unspecified)	53%[activator]
CC(C)CCN1CCC(N2CCN(S(=O)(=O)c3ccc(Cl)cc3)CC2)C1=O (stereo unspecified)	0%
Cn1cccc1C(=O)N1CC[C@@H]2CN(S(C)(=O)=O)[C@@H]2C1	-1%
COCC(C)Nc1ncnc2c1cnn2-c1ccc(C)c(C)c1 (stereo unspecified)	i
COc1ccc(-c2ccc3ncc(Nc4ccc5c(c4)OCO5)n3n2)cn1	?
O=C(N[C@H]1C[C@H]2C(=O)NC[C@@H](CCC(=O)N3CCc4ccccc43)N2C1)c1ccc(F)c(Cl)c1	i
O=C(CSc1nc2c(oc3ccccc32)c(=O)n1Cc1ccco1)Nc1cccc(Cl)c1	i
Cn1nc(C(=O)Nc2cc(F)ccc2F)c2c1-c1ccccc1SC2	19%
Cc1ccc(NC(=O)Cn2c(=O)n(Cc3ccc(F)cc3)c(=O)c3cccnc32)cc1C	-6%
COC(=O)[C@H]1CN(C(=O)c2ccc(N(C)C)cc2)CCN1C(=O)c1cccs1	-8%[44.1 µM]
CCOc1ccc(C(=O)Nc2ccc3nn(-c4ccc(OC)c(Cl)c4)nc3c2)cc1	51%[activator]
O=C(CN1C(=O)NC2(CCCCC2)C1=O)Nc1ccccc1	17%
CCc1noc(C)c1C(=O)N[C@H]1[C@@H]2CCO[C@@H]2[C@@H]1C1CCCC1	-12%
Cc1ccc(C(C)C)c(OCC(=O)NCC2(N(C)C)CCCCC2)c1	2.8µM*
CCC(CC)C(=O)N1CCc2cc(OC)c(OC)cc2C1COc1ccccc1OC (stereo unspecified)	?
Cc1ccccc1N(C)S(=O)(=O)c1nnc(NC(=O)c2ccccc2F)s1	-15%
Cn1c(C(=O)N2CCCC2)cc2c1CCN(Cc1ccccc1)C2	-6%
COCC1CN(C2CCC2)CC12CCN(C(=O)COc1ccccc1)CC2 (stereo unspecified)	?
Cc1ccn(CC(=O)N2C[C@@H](COCC3CC3)[C@H](c3ccccn3)C2)n1	9%
CCN(C(C)=O)C1CCN(c2nc(CCN)nc3sc(C)c(C)c23)C1 (stereo unspecified)	-11%
Cn1cnc([S+](=O)([O-])N2CC3ON=C(C(=O)O)C3C2)c1 (stereo unspecified)	18%[44.1 µM]
Continuation.
SMILES	Pf Dd2 growth
COCC(=O)N1CC[C@@H](CC(=O)O)[C@@H](CCN2CCN(c3ccccc3)CC2)C1	13%[44.1 µM]
Cc1noc(-c2nc(-c3cccc(Cl)c3)no2)n1	i
COc1ccc(NC(=O)c2ccc3c(c2)OCCN(CCC(C)C)C3)c(F)c1	i
O=C(NCCCn1cccn1)c1ccccc1OC1CCN(Cc2ccccn2)CC1	?
CCOc1ccc(C(=O)N2CCC(Cc3nc(C(C)C)no3)CC2)cc1	-14%
O=C(NC1CCC(n2cnnc2)CC1)c1ccc(Cn2cnnn2)cc1 (stereo unspecified)	22%
CCC(=O)N1c2nc(C(C)C)nn2C2(CCCCC2)[C@@H]2CCCC[C@@H]21	-17%
O=C(Cc1ccccc1)Nc1ccnn1C1CCN(Cc2cc3ccccc3s2)CC1	?
CCCN(C)C(=O)c1onc(-c2ccc(F)cc2)c1[C@H](C)O	-23%[44.1 µM]
CC(=O)c1cccc(NC(=O)CN2C(=O)NC3(CCC(C(C)(C)C)CC3)C2=O)c1 (stereo unspecified)	-5%
CCc1noc(-c2cccn3c(CNC(=O)c4ccc(F)cc4)nnc23)n1	-20%
COc1cc(NC(=O)Cn2cc(S(=O)(=O)c3ccccc3)c(=O)c3ccccc32)cc(OC)c1	i
CCOc1ccc(-n2c(C)nc3cc(C(=O)NCc4ccc(C)cc4)ccc32)cc1	49%[activator]
COc1cc(C(=O)N[C@H](C)c2onc(-c3ccccc3)c2C(=O)O)cc(OC)c1OC	?
CSc1cccc(NC(=O)Cn2c(N3CCN(c4ccccc4)CC3)nc(C)cc2=O)c1	-3%
CCc1nc2cc(N3CCC(C(=O)NCc4ccc5c(c4)OCO5)CC3)cnc2nc1CC	?
COCCNC(=O)C[C@@H]1O[C@H](CNC(=O)c2cccc(F)c2)[C@@H](O)[C@H]1O	14%[44.1 µM]
O=C(N[C@@H]1CCN(C(=O)CCc2ccccc2F)C[C@H]1O)c1ccccn1	-2%
CN1CCC(Nc2ncc(C(C)(C)C(=O)O)c(N3CCOCC3)n2)CC1	-14%
Cc1ccc(C(=O)N2C(C(=O)NCC(C)C)COC23CCN(C(=O)c2cccc(Cl)c2)CC3)cc1 (stereo unspecified)	10µM*
CCNC(=O)NCCc1ncc(C)n1Cc1ccc(F)cc1	-1%
COCCOc1cc(-c2noc([C@@H]3CCCN3C3CCC3)n2)ccn1	-10%[44.1 µM]
COc1ccc(OC)c(NC(=O)c2cc3cc(C)ccc3n2C)c1	-14%
COc1ccc(C2(C(=O)N3CCCN(c4cc(-c5ccc(C)c(C)c5)[nH]n4)CC3)CC2)cc1	-1%
COC(=O)c1cccc(NC(=S)N[C@H]2CO[C@H]3[C@@H]2OC[C@@H]3n2cc(CC3CCCCC3)nn2)c1	i

Two entries from above, as a markdown table:
| SMILES | Pf Dd2 growth |
| --- | --- |
| O=C(NC1CCC(n2cnnc2)CC1)c1ccc(Cn2cnnn2)cc1 (stereo unspecified) | 22% |
| CCC(=O)N1c2nc(C(C)C)nn2C2(CCCCC2)[C@@H]2CCCC[C@@H]21 | -17% |

Another view of part of the listing above.
SMILES,Pf Dd2 growth
Cn1cnc([S+](=O)([O-])N2CC3ON=C(C(=O)O)C3C2)c1 (stereo unspecified),18%[44.1 µM]
COCC(=O)N1CC[C@@H](CC(=O)O)[C@@H](CCN2CCN(c3ccccc3)CC2)C1,13%[44.1 µM]
Cc1noc(-c2nc(-c3cccc(Cl)c3)no2)n1,i

Next records.
SMILES	Pf Dd2 growth
CCOCC1(C)COc2ccc(C(=O)Nc3cccc(N(C)C)c3)cc2N1 (stereo unspecified)	3.2µM*
O=C(c1cccc(F)c1)N1CCC(c2c[nH]c3ccccc23)(c2c[nH]c3ccccc23)CC1	?
CCC(=O)N(C1CCOCC1)C1CCN(S(=O)(=O)c2ccccc2)CC1	-16%
COc1ccc(C(=O)NC(c2ccccc2Cl)c2cc(Cl)c3cccnc3c2O)cc1 (stereo unspecified)	3.5µM*
CC(=O)N1CCC(C(=O)NCC(=O)N2CCCCCNC(=O)CC2c2ccccc2)CC1 (stereo unspecified)	38%[activator]
CC(C)c1cc(C(=O)NCc2cccnc2Oc2ccc(F)cc2F)on1	-17%
CCOc1cc(=O)n2c(c1C(=O)NCCCN1CCCCC1)CCCCC2	5%
Cc1c(C(=O)NCc2ccccc2Cl)sc2nc3n(c(=O)c12)CCCC3	-21%
COc1ccc(C(=O)N2CCC3(CC2)c2nccn2-c2ccccc2CN3C)cc1OC	i[5.79 µM]
COc1cc(C2c3c(-c4c(C)cc(C)cc4O)n[nH]c3C(=O)N2CCO)cc(OC)c1OC (stereo unspecified)	i
CCOC(=O)C1=C(C)N=C2SC=C(CC(=O)Nc3ccc(C)c(C)c3)N2C1c1cccc(OC)c1 (stereo unspecified)	8.9µM*
CN(C)C[C@@H]1CN(c2ccccn2)C[C@H]1NC(=O)c1cccc(C#N)c1	?
CCCCNC(=O)CSC1=Nc2ccccc2C2=NC(CCC(=O)NCc3ccccc3OC)C(=O)N12 (stereo unspecified)	-15%
Cc1cccc(NC(=O)Cn2nc3n(c2=O)CCCCC3)c1	27%
COCCCNc1nc2c([S+](=O)([O-])c3ccc(Br)cc3)nnn2c2ccccc12	?
CCc1nn(CC(=O)NCCCN2CCN(C)CC2)c(=O)c2cc3occc3n12	57%[activator]
COc1ccc(NC(=O)N2CCC(N3CC4CC(C3)[C@H]3CCCC(=O)N3C4)CC2)c(C)c1 (stereo partly specified)	4%
COc1ccc(-c2ccc(NS(=O)(=O)c3ccccc3Cl)cc2)nn1	11µM*
COc1ccc(S(=O)(=O)N2[C@H]3CC[C@@H]2c2cnc(-c4ccccc4)nc2C3)cc1	i
CCCOCC(=O)N1CCc2onc(-c3ccc(C(F)(F)F)cc3)c2C1	-4%
Cc1cc(C)c(NC(=O)Cn2nnc3sc4c(c3c2=O)CCC(C(C)(C)C)C4)c(C)c1 (stereo unspecified)	9%
Cn1ncc(N2CCC(CNC(=O)CN3CCCC3=O)C2)cc1=O (stereo unspecified)	-17%
CCn1c(=O)n(CC)c2cc(NC(=O)[C@H]3CC[C@@H](N)C3)c(C)cc21	8%
CC(=O)Nc1ccc(NC(=O)c2cc3sccc3n2Cc2ccc(F)cc2)cc1	-6%
COc1ccc(NC(=O)CSc2nnc3scc(-c4ccc(Cl)cc4)n23)cc1	24%

Quoted from the entries so far (five entries):
SMILES	Pf Dd2 growth
Cc1cc(C)c(NC(=O)Cn2nnc3sc4c(c3c2=O)CCC(C(C)(C)C)C4)c(C)c1 (stereo unspecified)	9%
Cn1ncc(N2CCC(CNC(=O)CN3CCCC3=O)C2)cc1=O (stereo unspecified)	-17%
CCn1c(=O)n(CC)c2cc(NC(=O)[C@H]3CC[C@@H](N)C3)c(C)cc21	8%
CC(=O)Nc1ccc(NC(=O)c2cc3sccc3n2Cc2ccc(F)cc2)cc1	-6%
COc1ccc(NC(=O)CSc2nnc3scc(-c4ccc(Cl)cc4)n23)cc1	24%

The results go on:
SMILES	Pf Dd2 growth
COC(CNc1nc(-c2ccccn2)nc2c1c(C)nn2C)c1cccs1 (stereo unspecified)	?
CC(=O)N1c2ccc(S(=O)(=O)Nc3ccc(Cl)cc3C)cc2CC1C (stereo unspecified)	-10%
O=C(c1ccco1)N1CCC(c2nc(C3CCOCC3)no2)C1 (stereo unspecified)	i
Cc1cccc(NC(=O)Cn2c(=O)n(-c3ccccc3Cl)c(=O)c3c(C)c(C(=O)N(C)C)sc32)c1	?
CCOc1ccccc1NC(=O)CC1CCCN(c2cnn(CC)c(=O)c2)C1 (stereo unspecified)	i
Cc1ccc(NC(=O)N2CCC3(CC2)C(=O)N(CC(=O)N2CCCC2)CN3c2ccccc2)cc1	7.1µM*
CC(C)c1nc(-c2ccc(OC3CCN(C(=O)CCc4nc5ccccc5[nH]4)C3)cc2)no1 (stereo unspecified)	1.3µM*
CCOc1ccc(C(=O)N2CCc3nc(OCCOC)ccc3C2)cc1OCC	-1%
c1ccc(CN2C[C@H]3CCNC[C@H]32)cc1	i
